Bioassay records as filed in PubChem BioAssay.
PAFAH1B3 FP inh – inhibitors of human PAFAH1B3 | recombinant PAFAH1B3, FP-rhodamine probe, fluorescence polarization | inhibition, % at 3.39 µM | 340,000 compounds, 0.28% hits | AID 492972;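 active = inhibition above the screen-wide average of all tested compounds plus 3 SD, cut at about 25% in these data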;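 also: 0% = enzyme with DMSO only and 100% = wells lacking PAFAH1B3 protein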
Target sequence (Q15102 whole entry, looked up): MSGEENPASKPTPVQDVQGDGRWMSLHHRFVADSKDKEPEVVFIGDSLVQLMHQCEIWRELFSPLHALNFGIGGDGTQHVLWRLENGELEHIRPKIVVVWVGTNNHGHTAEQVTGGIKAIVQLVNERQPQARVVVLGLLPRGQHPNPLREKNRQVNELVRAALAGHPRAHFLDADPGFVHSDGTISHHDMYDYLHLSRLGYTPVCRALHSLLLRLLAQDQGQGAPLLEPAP
PAD4 FP inh – PAD4 (human) enzyme inhibition; recombinant PAD4, RCA probe fluorescence polarization; inhibition, % at 6.36 µM; 330,000 compounds, 0.41% hits; AID 485272;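 active = percent inhibition above a cutoff equal to the mean of all tested compounds plus 3 SD, cut at about 15% in these data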;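 also: 0% = PAD4 with RCA probe and DMSO and 100% = probe without PAD4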
GSTO1 counter – GSTO1 inhibition, counter-screen for RBBP9 inhibitors; P78417; inhibition, % at 5.96 µM; 300,000 compounds, 1.1% hits; recombinant GSTO1, activity-based probe fluorescence polarization;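 active = inhibition above the campaign mean inhibition plus 3 SD, cut at about 35% in these data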;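 also: 0% = GSTO1-1 with DMSO and 100% = wells lacking GSTO1-1 enzyme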
Target sequence (P78417 whole entry, looked up): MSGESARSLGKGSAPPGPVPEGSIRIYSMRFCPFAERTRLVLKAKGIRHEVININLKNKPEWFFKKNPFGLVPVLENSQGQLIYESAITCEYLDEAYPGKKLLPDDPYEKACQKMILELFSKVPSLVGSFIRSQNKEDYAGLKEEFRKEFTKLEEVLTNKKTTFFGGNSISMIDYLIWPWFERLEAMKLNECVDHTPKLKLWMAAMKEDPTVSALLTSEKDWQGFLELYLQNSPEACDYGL
PREPL inhibitor – inhibits the human prolyl oligopeptidase-like enzyme; Q4J6C6; recombinant PREPL, fluorescence polarization activity-based probe; inhibition, % at 5.96 µM; 320,000 compounds, 0.68% hits; AID 2751; in the data active = inhibition above about 43%;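 also: 0% = enzyme with DMSO and 100% = wells lacking enzyme; many of its hits are not listed in these tables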
pPAFAH FP inh – pPAFAH (human) enzyme inhibition; recombinant pPAFAH, FP-rhodamine probe fluorescence polarization; inhibition, % at 3.39 µM; 330,000 compounds, 1.5% hits;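 active = inhibition above the mean inhibition across the screen plus 3 SD, cut at about 25% in these data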;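 also: inhibitors block binding of the rhodamine activity-based probe so polarization drops; 0% = enzyme with DMSO and 100% = wells lacking pPAFAH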
LYPLA2 inh – blocks human lysophospholipase 2, a PME1 counter-screen | inhibition, % at 5.9 µM | 320,000 compounds, 0.38% hits | recombinant LYPLA2, FP-Rh probe fluorescence polarization | O95372 | AID 2177;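 active = inhibition above the screen-wide mean plus 3 SD, limit set per campaign, cut at about 26% in these data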;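 also: 0% = LYPLA2 with DMSO and 100% = wells lacking LYPLA2 enzyme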
LYPLA1 inh – LYPLA1 (human) inhibition in PME1 counter-screen; O75608; recombinant LYPLA1, FP-Rh probe fluorescence polarization; inhibition, % at 5.9 µM; 320,000 compounds, 0.16% hits;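 active = inhibition above the mean of all tested compounds plus 3 SD, set per campaign, cut at about 14% in these data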;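 also: inhibitors block serine hydrolase probe labeling of LYPLA1 so polarization falls; 0% = enzyme with DMSO and 100% = wells lacking LYPLA1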
PME-1 inh – blocks human protein phosphatase methylesterase 1 | Q9Y570 | recombinant PME-1, FP-Rh probe fluorescence polarization | inhibition, % at 5.9 µM | 320,000 compounds, 0.53% hits;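 active = inhibition above the campaign mean of all compounds plus 3 SD, cut at about 26% in these data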;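 also: competitive labeling of PME-1 active site by serine hydrolase directed probe; 0% = PME-1 with DMSO and 100% = wells lacking PME-1 enzyme; inhibitors block probe labeling so polarization falls and inhibition rises; many of its hits are not listed in these tables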
Target sequence (Q9Y570 whole entry, looked up): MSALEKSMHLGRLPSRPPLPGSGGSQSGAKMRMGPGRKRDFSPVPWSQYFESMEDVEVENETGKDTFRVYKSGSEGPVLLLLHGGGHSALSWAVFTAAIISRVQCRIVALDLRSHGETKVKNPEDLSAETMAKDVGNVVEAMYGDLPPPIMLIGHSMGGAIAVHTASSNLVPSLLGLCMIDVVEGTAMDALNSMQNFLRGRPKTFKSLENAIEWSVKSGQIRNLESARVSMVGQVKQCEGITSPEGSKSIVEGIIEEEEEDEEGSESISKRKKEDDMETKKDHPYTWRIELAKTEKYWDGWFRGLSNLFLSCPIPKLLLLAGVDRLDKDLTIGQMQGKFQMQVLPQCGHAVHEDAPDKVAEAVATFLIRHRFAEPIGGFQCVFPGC
PAFAH1B2 FP inh – PAFAH1B2 (human) inhibition; P68402; recombinant PAFAH1B2, FP-rhodamine activity probe, fluorescence polarization; inhibition, % at 3.39 µM; 340,000 compounds, 1.2% hits;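 active = inhibition above the mean of all tested compounds plus 3 SD, cut at about 24% in these data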;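 also: 0% = enzyme with DMSO and 100% = wells lacking PAFAH1B2; many of its hits are not listed in these tables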
* marks the source's active call; other numbers are inactive results; · = not tested or not shown. An excerpt. The share of hits here may be higher or lower than overall.

SMILES	PAFAH1B3 FP inh	PAD4 FP inh	GSTO1 counter	PREPL inhibitor	pPAFAH FP inh	LYPLA2 inh	LYPLA1 inh	PME-1 inh	PAFAH1B2 FP inh
O=C(COC(=O)c1ccco1)Nc1ccc(Cl)cn1	-5	4	·	25	-4	·	·	·	2
CCOC(=O)CSc1nc2ccccc2c(=O)n1CC1CCCO1 (centres undefined)	0	-4	-2	-4	-5	2	1	-4	3
C/C(Cn1nc([N+](=O)[O-])cc1C)=N\NC(=O)c1ccc(C(C)(C)C)cc1	1	-5	-3	11	-4	-5	-1	2	6
OC(CCN1CCC2(CC1)OCCO2)C(F)(F)F (centres undefined)	1	-2	13	17	0	7	1	0	0
COC(=O)CNC(=O)c1cc(-c2ccncc2)nc2ccc(C)cc12	2	0	-3	0	-1	10	4	1	-3
COc1ccc(/C(N)=N/OC(=O)C2CCC(=O)N2S(=O)(=O)c2ccc(C)cc2)cc1 (centres undefined)	3	0	4	-8	7	12	3	-5	-2
NC(=O)NC(CC(=O)NNC(=O)c1ccccn1)c1ccccc1Cl (centres undefined)	7	-1	·	4	-1	8	2	4	4
Cc1ccc(S(=O)(=O)Cc2ccc(C(=O)N3CCN(c4ccc(F)cc4)CC3)o2)cc1	6	7	6	16	11	1	0	0	1
COCCOC(=O)C1=C(C)NC(=O)NC1c1c(OC)ncnc1OC (centres undefined)	2	-4	1	-7	1	8	-1	-8	1
COc1ccc(OC)c(CCNC(=O)c2ccc3c(=O)[nH]c4c(C(=O)NC(C)C)sc(=S)n4c3c2)c1	21	-7	-36	27	22	9	-1	24	24*
FC(F)(F)C1CC(c2cccs2)Nc2ncnn21 (centres undefined)	1	0	1	-5	-4	-6	-6	1	1
COC(=O)C1=C(C)N(C)C(=O)NC1c1ccsc1 (centres undefined)	11	4	-3	19	1	6	4	-8	3
COc1cccc(N2C(=O)C3CCCN3C2=S)c1 (centres undefined)	8	-2	-3	-1	-3	-13	-1	2	0
COc1cccc(C(=O)NCCS(=O)(=O)N2CCOCC2)c1	3	2	9	18	4	7	3	-1	6
COc1ccc(C(=O)Nc2sc(C)c(C)c2CN2CC(C)OC(C)C2)cc1 (centres undefined)	4	-2	3	17	4	-5	1	7	3
N#CCSc1nnc(-c2ccc(F)cc2)n1N	3	-13	13	-1	-9	-11	-1	-12	2
COc1ccccc1N1CCN(/N=C/c2cccc(O)c2)CC1	0	1	-1	14	4	-4	-1	8	-1
O=C(COc1ccc2ccccc2c1)N1CCNCC1	-7	2	4	-21	-2	-1	0	-5	2
O=C(NC1CC1)c1cc2c(s1)-c1ccccc1OC2	3	0	-2	-4	-4	-2	-4	-3	6
O=C(c1ccccc1)n1ccc(-c2cccs2)n1	-2	-1	0	-5	1	3	0	3	1
CCc1ccc(-c2nn(-c3ccccc3C)cc2C(=O)N2CCN(C3CCS(=O)(=O)C3)CC2)cc1 (centres undefined)	4	-3	·	17	1	-1	2	7	-2
Oc1ccc(Cl)cc1-c1cc(-c2ccccc2Cl)[nH]n1	6	1	-4	14	17	-15	-13	-6	0
O=C(NS(=O)(=O)Nc1ccccc1)C1=C(N2CCCC2)COC1=O	-2	-1	·	-2	2	·	·	·	-2
Clc1ccc(OCCSc2ncccn2)c2ccccc12	-3	-3	3	4	6	-3	-6	-5	-3
Cc1ccc2c(CC(=O)NNC(=O)c3ccccc3)coc2c1	10	1	4	6	2	1	1	1	11
SMILES	PAFAH1B3 FP inh	PAD4 FP inh	GSTO1 counter	PREPL inhibitor	pPAFAH FP inh	LYPLA2 inh	LYPLA1 inh	PME-1 inh	PAFAH1B2 FP inh
C=CCn1c(SCC(=O)Nc2ncc(Cc3ccc(C)c(Cl)c3)s2)nnc1-c1ccncc1	-2	-5	3	-13	2	1	-2	-1	-4
CCc1nn(C(C)C(=O)N2CCc3ccccc3C2)c(=O)c2cc3occc3n12 (centres undefined)	2	0	4	10	3	-2	-4	9	-2
CCOC(=O)Cc1nnc(NCc2ccccc2)c2ccccc12	8	3	3	-2	8	9	6	-5	8
CCn1cc([N+](=O)[O-])c(C(=O)N2N=C(c3ccc(O)c(OC)c3)CC2c2ccccc2O)n1 (centres undefined)	-7	-6	6	4	-6	2	-6	-4	-1
O=C(N/N=C/c1c[nH]c2ccc(Br)cc12)c1ccc2c(c1)OCO2	10	-1	-12	5	8	-3	1	14	6
Cc1ccc(C(=O)N/C(=C/c2ccco2)C(=O)N2CCOCC2)cc1	6	0	2	4	7	5	0	-8	5
CC(C)C(OC(=O)/C=C/c1ccc2c(c1)OCO2)C(=O)NC(N)=O (centres undefined)	0	-6	5	-3	2	1	1	1	4
CCOC(=O)c1cnn(-c2ccccc2)c1-c1ccccc1	11	3	11	0	3	3	4	1	2
Cc1ccc(C(=O)CCC(=O)OCC(=O)NNC(=O)c2ccc([N+](=O)[O-])cc2)cc1	6	-1	·	10	15	4	-5	0	1
Oc1ccc(COCc2ccccc2)c2cccnc12	9	-3	1	5	9	4	1	3	3
CCOc1ccc(/C=N/NC(=O)Cc2csc(Nc3cccc(C(F)(F)F)c3)n2)c(OCC)c1	-2	1	-15	7	1	-6	-6	7	0
CCn1ncc(S(=O)(=O)NCc2ccco2)c1C	-1	1	4	4	2	-4	1	1	-2
CCCCCN(C(=O)CCCSc1nncs1)c1c(N)n(CCCC)c(=O)[nH]c1=O	8	-2	2	2	1	7	0	-2	6
COc1ccc(Br)cc1C(=O)NC(=S)Nc1c(C)n(C)n(-c2ccccc2)c1=O	19	-2	3	-1	7	1	1	10	1
CCc1ccc(NC(=O)COC(=O)/C(=C/c2ccccc2OC)c2ccccc2)cc1	-22	-1	-4	1	-2	-22	-13	-20	-11
Cc1nc(C)c(-c2csc(Nc3ccc(N)cc3)n2)s1	5	4	0	17	9	6	-1	10	1
CCOC(=O)/C=C1\Nc2ccccc2OC1=O	0	-7	5	17	5	8	-3	7	-3
O=C(CCc1nnc2ccc(NCc3ccco3)nn12)Nc1cccc(F)c1	0	2	2	-10	12	-3	-5	-1	1
CCOc1ccc(C(=O)Nc2cccc(-c3nc4ccccc4[nH]3)c2C)cc1[N+](=O)[O-]	-5	1	2	13	4	-10	-3	-8	-5
COCCOC(=O)C1=C(C)NC(=O)NC1c1c(Cl)nc2c(C)cccn2c1=O (centres undefined)	·	-1	6	5	5	5	-2	-1	·
O=[N+]([O-])c1ccc(/C([O-])=C(/C(=S)Nc2ccccc2F)[n+]2ccccc2)cc1	1	4	1	14	3	4	3	0	5
Cc1ccc(NC(=O)c2ccc(C#CC3(O)CCCCC3)cc2)cc1C	-2	-1	4	6	8	-1	1	4	1
C=CCOc1ccc2c(c1)c(S(=O)(=O)c1ccc(C)cc1)cn2COC	-12	-6	5	6	10	9	-3	-4	4
COC(=O)c1ccc(C(=O)OC)c(NC(=O)COC(=O)CC2CC3CCC2C3)c1 (centres undefined)	5	-5	4	9	5	-9	-3	-5	1
O=c1cc(/C=C/c2ccccc2)oc2ccccc12	3	-2	-16	-8	-3	3	-3	4	-1
SMILES	PAFAH1B3 FP inh	PAD4 FP inh	GSTO1 counter	PREPL inhibitor	pPAFAH FP inh	LYPLA2 inh	LYPLA1 inh	PME-1 inh	PAFAH1B2 FP inh
S=c1[nH]nc(-c2cc(-c3ccco3)[nH]n2)n1-c1cccc2ccccc12	10	3	10	-14	11	3	3	0	9
Cc1ccccc1-n1c(=O)n(Cc2ccco2)c(=O)c2[nH]cnc21	5	2	-1	-1	4	-6	-3	-1	3
O=C(Nc1ccc(F)c(F)c1)c1ccco1	18	-1	8	-3	4	2	0	3	4
COC(=O)c1sc(NC(=S)NC(=O)c2ccc(C)cc2)nc1C	-1	-5	2	-3	4	-3	0	4	3
Cc1cccc2sc(N(CCCN(C)C)C(=O)c3ccco3)nc12	1	-6	-1	-85	2	-7	-2	-4	3
Cc1ccccc1OCC(=O)Nc1ccc(C(=O)Nc2ccccc2C(=O)O)cc1	-1	-2	-30	1	8	-10	-3	-27	0
COc1ccc(-c2nc3n(c2C)CCC3)cc1	1	9	6	10	1	-1	-4	-8	6
O=C(CCNC(=O)Cn1ccc2ccccc2c1=O)NCCc1ccc(Cl)cc1	4	1	4	-4	3	2	-3	-2	14
CCCCNC(=O)CSc1nc2ccc(N3CCOCC3)cc2c(=O)n1CCc1ccccc1	2	-2	12	24	9	-2	1	17	2
S=c1[nH]nc(NCCc2ccccc2)s1	3	10	-9	-1	3	0	0	5	14
CCOC(=O)c1c(C)[nH]c(O)c1C=Nc1ccc(C(F)(F)F)cc1	31*	3	8	5	8	10	1	10	18
CC(OC(=O)c1ccc(Cl)cc1O)C(=O)NCCC1=CCCCC1 (centres undefined)	-4	4	·	-20	-1	·	·	·	8
CCN(CC)S(=O)(=O)c1ccc(N/N=C/c2ccccc2OCC(=O)O)c([N+](=O)[O-])c1	3	-3	4	16	30*	6	2	23	9
O=C1c2ccccc2-c2ncnc3c(N4CCOCC4)cc(N4CCOCC4)c1c23	6	2	2	7	5	3	1	1	0
O=C(CSC1=NNC(c2ccccn2)S1)Nc1cccc(Cl)c1 (centres undefined)	·	-1	-9	26	0	-3	-1	1	·
CSCC[C@H](NC(=O)C1CCN(S(=O)(=O)c2ccc(C)cc2C)CC1)c1nc2ccccc2[nH]1	-1	-4	·	12	3	·	·	·	2
O=C(C(=S)N1CCOCC1)c1c[nH]c2ccccc12	9	-5	4	-1	8	3	0	3	-1
CC(C)(C)c1ccc(CNC(=O)C2CCCN2C(=O)Nc2ccccc2)cc1 (centres undefined)	-1	7	-1	3	-2	-3	-1	-7	25*
O=C1N/C(=N\N=C\c2cccs2)SC1Cc1cccc(Cl)c1 (centres undefined)	4	-3	-2	-20	5	5	3	-3	6
COc1ccc2nc(SCC(=O)Nc3ccc4[nH]c(=O)[nH]c4c3)[nH]c2c1	4	5	·	5	6	3	-2	0	3
COc1cc(N=Nc2ccccc2C(=O)O)ccc1O	4	-7	9	-1	3	1	-1	4	4
O=C(Cc1ccc(F)cc1)N1CCC2(CC1)NCCc1[nH]cnc12	6	2	6	0	-1	2	3	7	0
O=C1NCC2=C1C(c1ccccc1)Nc1ccccc1N2 (centres undefined)	2	1	-1	2	2	6	-1	1	4
CC(=O)Nc1ccccc1OCC(=O)NCC(F)(F)F	4	-3	14	9	-2	-1	1	-1	2
Cc1cccc(NC(=O)CN2CCOCC2)c1C	7	1	5	4	4	2	-2	0	0
SMILES	PAFAH1B3 FP inh	PAD4 FP inh	GSTO1 counter	PREPL inhibitor	pPAFAH FP inh	LYPLA2 inh	LYPLA1 inh	PME-1 inh	PAFAH1B2 FP inh
O=C(O)c1ccc(/C=N/O)cc1	6	-3	16	2	1	8	3	2	2
CN(CCCC(=O)NC1CC(C)(C)NC(C)(C)C1)S(=O)(=O)c1ccc([N+](=O)[O-])cc1	0	-5	7	18	0	1	1	0	9
COCc1nc2ccccc2n1Cc1ccc(Br)cc1	-4	-2	-6	15	2	-1	5	-6	7
O=C(COC(=O)C1CCCN1C(=O)c1cccs1)Nc1ccc2c(c1)OCO2 (centres undefined)	5	1	2	14	8	6	1	5	-3
COc1ccccc1-c1cc(C(F)(F)F)nc(S(=O)(=O)CCCC(=O)NCc2ccc(F)cc2)n1	5	4	-12	5	-2	-6	-8	-10	-1
Cc1ccc(NC(=O)Cn2ccc([N+](=O)[O-])n2)cc1C	1	0	4	8	5	4	3	0	3
Cc1cccc2sc(N(CCCN(C)C)C(=O)c3ccc(Cl)s3)nc12	2	-8	3	-64	2	6	-3	-3	-1
